# Screening results (PubChem)
# IL-2 act – IL-2 activation | IL-2 activation reporter assay, cell-based qHTS; stimulated with anti-CD3/CD4/CD28 beads; in transgenic mouse T cells | activation, % (series mostly up to about 46 µM) | 360,000 compounds, 0.065% hits; in the data active = activation above about 50%; inconclusive = mostly about 30% to 49%; also: 0% is about no effect
#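 Unstimulated transgenic mouse T cells preincubated 60 min with compound, then stimulated with anti-CD3/anti-CD4-coated beads plus anti-CD28 for 18 h at 37 degrees C. IL-2 response read as EGFP and DsRed fluorescence by plate cytometry.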
# FUS yeast rescue – FUS proteinopathy suppression in yeast; AID 1347120; 390,000 compounds, 0.24% hits; Potency, µM (titrated, usually from 76.6 µM), inactives show at the highest dose growth rescue (activation), most hits filed as activators; S. cerevisiae FUS-expressing, growth rescue, OD600, 24 h;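 also: potency is read from the fitted curve at half-maximal effect; plate controls were DMSO vehicle for no effect and reference control for full effect; nearly all actives have a fitted effect of over 55% in size; some results filed as inactive show a strong effect at the top dose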
#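 Restored growth of FUS-toxic S. cerevisiae, read as 600 nm absorbance after 24 h at 30C in galactose medium (starting OD 0.005). Controls CP55940 and DMSO.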
# EPAC1 ag – agonists of human EPAC1. 360,000 compounds, 0.073% hits. AID 720707. Potency, µM (titrated, usually from 154 µM), for the others: at the top dose activation, hits mostly activators. EPAC1 agonist qHTS, biochemical assay; response scale: 100% = response to 6.5 mM cAMP. O95398; also: potency is read from the fitted curve at half-maximal effect; nearly all actives have a fitted effect of over 60% in size
#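 Normalized to 6.5 mM cAMP, activity reflects EPAC1-catalysed release of BODIPY-GDP from Rap1B, followed kinetically over 30 min at 480 nm excitation, 540 nm emission. Reaction contained 100 nM EPAC1, 250 nM Rap1B-BODIPY-GDP, 50 uM GDP.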
# WRN inhibitor – blocks human WRN helicase | Q14191 | WRN helicase unwinding, fluorescent forked duplex, kinetic | Potency, µM (doses to about 114 µM), without a hit: at the highest dose activity change, negative = inhibition, most hits filed as inhibitors | 360,000 compounds, 0.46% hits | AID 651768; also: potency is read from the fitted curve at half-maximal effect; % is scaled to controls: 0 for no effect and ±100 for the full control effect; nearly all actives have a fitted effect of over 55% in size
#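 WRN at 20 nM final was preincubated with compound for 15 min at room temperature; reaction started with 100 nM forked duplex oligonucleotide carrying fluorophore and quencher plus 2 mM ATP (final). Unwinding followed kinetically by red fluorescence (ex 525/em 598 nm).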
# PI5P4K alpha inh – PI5P4K alpha (human) kinase inhibition | AID 652105 | PI5P4Kalpha enzyme, ADP-Glo luminescence, 60 min; stronger effect = lower value | 330,000 compounds, 1.2% hits | max response, %; active = max response of -50% or lower; inconclusive = between -30% and -50%; inactive = -30% or higher; also: value at the top dose of about 77 µM; % is scaled to controls: 0 for no effect and ±100 for the full control effect
#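 ADP-Glo luminescence end-point read after a 60 min room-temperature kinase reaction of PI5P4Kalpha plus substrate, initiated with ATP at 5 microM final. Buffer: 0.038 M HEPES pH 7.4, EGTA, 0.1% CHAPS, 5% DMSO.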
# EPAC1 antag – EPAC1 (human) antagonism | O95398 | Potency, µM (doses to about 115 µM), for the others: at the top dose activity change, negative = inhibition, most hits filed as inhibitors | EPAC1 GEF assay, Rap1b-BODIPY-GDP exchange fluorescence | 360,000 compounds, 0.14% hits;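 also: potency is read from the fitted curve at half-maximal effect; plate controls were vehicle for no effect and positive control for full effect; nearly all actives have a fitted effect of over 50% in size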
# PLK1 PBD inh – blocks phosphopeptide binding to human PLK1 polo-box domain; Plk1 PBD binding of FITC phosphopeptide, fluorescence polarization; Potency, µM, for inactives: max response, negative = inhibition, hits mostly inhibitors; 360,000 compounds, 2.8% hits; also: potency is read from the fitted curve at half-maximal effect; series mostly up to about 57 µM; % is scaled to controls: 0 for no effect and ±100 for the full control effect; nearly all actives have a fitted effect of over 65% in size
# Abeta yeast res – A-beta toxicity reversal in yeast. Potency, µM (top dose mostly 46.1 µM), without a hit: at the top dose growth rescue, most hits filed as activators. yeast expressing A-beta42, growth rescue, OD600, 48 h; response scale: 0% DMSO, 100% iron-clioquinol control. 410,000 compounds, 0.063% hits. AID 1347071; also: potency is read from the fitted curve at half-maximal effect; nearly all actives have a fitted effect of over 55% in size
#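 Yeast A-beta toxicity model in growth medium with pinned compounds, 48 h at 30 C; growth read as absorbance at 600 nm. Normalized to FeCl3/clioquinol equimolar mix (positive) and DMSO (negative).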
# * hit, by the source's call; u = inconclusive; x = no result given; [ ] = dose if it differs, or a comment. Unless noted, calls follow the shape of the dose curve; as a rule, active = well fitted curve in the direction sought with a large enough effect; inconclusive = small, poorly fitted or top-dose-only effect, or another doubt; inactive = no such curve, though single readings can be large; an effect the other way counts as inactive or inconclusive. A portion of the library, so the mix of outcomes need not match the whole.
mol	Abeta yeast res	PLK1 PBD inh	EPAC1 antag	FUS yeast rescue	WRN inhibitor	EPAC1 ag	IL-2 act	PI5P4K alpha inh
CC1(C)CC(=O)c2cc(OCC(=O)N3CCN(Cc4ccccc4)CC3)ccc2O1	3.3%	2.7%	-7.4%	3.1%	9.2%	-0.5%	0.6	-3.5
CCN(CC)P(=O)(NC(=O)c1cccn1C)N(CC)CC	5.8%	-7.5%	-22.5%	9.9%	17.9%	-2.5%	1.1	3.4
COc1ccc2c(c1)c(C(=O)CN1CCN(C)CC1)c(C)n2Cc1ccccc1	1.7%	-8.8%	2.3%	-13.9%	-11.9%[57.1 µM]	2.1%	-1.8	-6.7
CC(c1ccccc1)[n+]1ccccc1 (configuration not stated)	-5.2%	4.3%	-0.6%	-22.2%	7.3%	2.9%	-0.1	-5.9
CN(C)[C@@H]1C(=O)C(C(N)=O)=C(O)[C@@]2(O)C(=O)C3=C(O)c4c(O)cccc4[C@@](C)(O)C3C[C@@H]12 (some centres not stated)	2.3%	-14.5%	-20.7%	11.1%	-8.3%	-7.1%	0.7	-11.0
CCOc1ccc(N=Cc2c(O)n(C(C)(C)C)c(=O)[nH]c2=O)cc1	-9.5%	-6.1%	0.0%	18.0%	-0.7%	0.0%	2.5	0.1
c1ccc2c3c(ccc2c1)OCC1CONC31 (configuration not stated)	0.5%	1.3%	-0.3%	23.9%	-3.3%	x	0.3	1.1
CCN1C[C@]2(C)CC[C@H](OC)[C@]34C2[C@H](OC(C)=O)[C@@]2(OCO[C@@]25C[C@H](OC)[C@H]2C[C@]3(O)C5[C@H]2OC)[C@@H]14	4.6%	-7.4%	-13.9%	-1.2%	-7.0%[57.1 µM]	-0.4%	-2.3	7.7

mol	Abeta yeast res	PLK1 PBD inh	EPAC1 antag	FUS yeast rescue	WRN inhibitor	EPAC1 ag	IL-2 act	PI5P4K alpha inh
Cc1c(CC(=O)N2C[C@H]3C[C@@H](C2)c2cccc(=O)n2C3)c(=O)oc2c(C)c(O)ccc12	-62.3%[inhibitor]	-11.5%	-3.7%	-22.1%	-0.3%	9.4%	-1.3	4.8
Cc1cc(Cl)ccc1OC(C)C(=O)O (configuration not stated)	-11.3%	-6.7%	-2.0%	-24.2%	0.4%	-7.8%	-0.2	0.8
CN1C(=O)C(C2CCCCC2)C(=O)N(C)C1=O	-9.2%	0.0%	-3.8%	x	1.4%	-2.0%	-3.7	1.1
C[N+](C)(C)CC#CCN1CCCC1=O	7.6%	-17.3%	-22.1%	-32.3%	5.1%	-4.5%	1.0	-3.3
CN1Cc2cnnn2-c2ccccc2C1c1ccccc1 (configuration not stated)	11.0%	-10.5%	2.2%	-33.3%	9.5%	-7.9%	0.7	-20.7
N=Cc1c(O)n(-c2ccc(C34CC5CC(CC(C5)C3)C4)cc2)c(=O)[nH]c1=O	18.0%	10.0%	18.2%	28.5%	-34.0%[57.1 µM]	-5.4%	-0.9	u
CN1CCN(c2ccc([N+](=O)[O-])c(SCCO)c2)CC1	7.5%	-7.6%	-2.0%	4.6%	5.8%	-3.1%	-1.3	-4.4
Cc1cccc(N2C(=O)NC(=O)/C(=C\c3cnn(-c4ccccc4)c3)C2=O)c1	6.3%	u	0.3%	20.8%	50.1µM*	5.3%	-0.3	-69.1*

mol	Abeta yeast res	PLK1 PBD inh	EPAC1 antag	FUS yeast rescue	WRN inhibitor	EPAC1 ag	IL-2 act	PI5P4K alpha inh
O=c1[nH]c(N2CCN(Cc3ccc4c(c3)OCO4)CC2)nc2c1CCC2	3.1%	-5.9%	1.6%	6.2%	-3.1%	8.8%	-0.5	0.4
CCCCCCn1c(=O)c(C(=O)Nc2cnccn2)c(O)c2ccccc21	4.0%	u	-4.6%	-8.6%	-3.9%	1.1%	-4.8	2.0
C=C1C(O)(c2ccccc2)C2CC[N+]1(C)CC2 (configuration not stated)	10.3%	-0.8%	0.1%	-3.6%	-1.6%	1.9%	-1.0	x
COC(=O)C1=CCCN(C)C1	-4.9%	3.2%	0.1%	-33.5%	-2.2%	-17.4%	-0.3	0.0
Nc1cc(C(=O)Nc2ccc(Cl)cc2)ccc1N1CC2CC(C1)c1cccc(=O)n1C2 (configuration not stated)	13.6%	u	u	25.4%	-8.4%	-3.8%	-3.3	-7.1
O=C(Cn1cnc2ccccc2c1=O)NCCC(=O)N1CCC2(CC1)OCCO2	8.7%	-4.4%	u	8.8%	5.1%	3.6%	0.8	0.9
COC(=O)C1=C(c2ccc(OC(F)(F)F)cc2)C[C@@H]2CC[C@H]1N2C(=O)NCc1ccc(F)cc1	-10.7%	-3.7%	-19.4%	31.6%	-7.0%	-29.1%	-0.5	12.3
CCOc1ccccc1N1C(=O)CC(=O)NC1=O	x	-18.7%	-5.7%	3.6%	-4.0%	-0.3%	0.6	2.5

mol	Abeta yeast res	PLK1 PBD inh	EPAC1 antag	FUS yeast rescue	WRN inhibitor	EPAC1 ag	IL-2 act	PI5P4K alpha inh
CCOC(=O)c1c(NS(=O)(=O)c2ccccc2)n(CCCOC)c2nc3ccccc3nc12	17.5%	-24.9%	7.94µM*	15.3%	-30.0%	7.0%	-1.2	1.1
CN1C(=O)C(Cc2ccc(OCc3ccccc3)cc2)C(=O)N(C)C1=O	3.8%	-13.8%	-6.6%	4.1%	8.6%	-5.8%	-0.7	-6.4
COc1ccc(CCC(C)NCCc2ccccc2)cc1 (configuration not stated)	9.4%	-2.9%	-1.5%	-9.6%	-1.5%	0.2%	3.2	x
COc1ccc2c3c([nH]c2c1)C(C)=NCC3	-11.7%	1.3%	4.2%	8.5%	-18.8%	-9.6%	0.2	0.6

# Reformatted: results already given
# Fields: Abeta yeast res	PLK1 PBD inh	EPAC1 antag	FUS yeast rescue	WRN inhibitor	EPAC1 ag	IL-2 act	PI5P4K alpha inh
> Cc1cccc(N2C(=O)NC(=O)/C(=C\c3cnn(-c4ccccc4)c3)C2=O)c1
 : 6.3%	u	0.3%	20.8%	50.1µM*	5.3%	-0.3	-69.1*
> O=c1[nH]c(N2CCN(Cc3ccc4c(c3)OCO4)CC2)nc2c1CCC2
 : 3.1%	-5.9%	1.6%	6.2%	-3.1%	8.8%	-0.5	0.4
> CCCCCCn1c(=O)c(C(=O)Nc2cnccn2)c(O)c2ccccc21
 : 4.0%	u	-4.6%	-8.6%	-3.9%	1.1%	-4.8	2.0
> C=C1C(O)(c2ccccc2)C2CC[N+]1(C)CC2 (configuration not stated)
 : 10.3%	-0.8%	0.1%	-3.6%	-1.6%	1.9%	-1.0	x
> COC(=O)C1=CCCN(C)C1
 : -4.9%	3.2%	0.1%	-33.5%	-2.2%	-17.4%	-0.3	0.0
> Nc1cc(C(=O)Nc2ccc(Cl)cc2)ccc1N1CC2CC(C1)c1cccc(=O)n1C2 (configuration not stated)
 : 13.6%	u	u	25.4%	-8.4%	-3.8%	-3.3	-7.1
> O=C(Cn1cnc2ccccc2c1=O)NCCC(=O)N1CCC2(CC1)OCCO2
 : 8.7%	-4.4%	u	8.8%	5.1%	3.6%	0.8	0.9
> COC(=O)C1=C(c2ccc(OC(F)(F)F)cc2)C[C@@H]2CC[C@H]1N2C(=O)NCc1ccc(F)cc1
 : -10.7%	-3.7%	-19.4%	31.6%	-7.0%	-29.1%	-0.5	12.3
> CCOc1ccccc1N1C(=O)CC(=O)NC1=O
 : x	-18.7%	-5.7%	3.6%	-4.0%	-0.3%	0.6	2.5
> CCOC(=O)c1c(NS(=O)(=O)c2ccccc2)n(CCCOC)c2nc3ccccc3nc12
 : 17.5%	-24.9%	7.94µM*	15.3%	-30.0%	7.0%	-1.2	1.1
> CN1C(=O)C(Cc2ccc(OCc3ccccc3)cc2)C(=O)N(C)C1=O
 : 3.8%	-13.8%	-6.6%	4.1%	8.6%	-5.8%	-0.7	-6.4
> COc1ccc(CCC(C)NCCc2ccccc2)cc1 (configuration not stated)
 : 9.4%	-2.9%	-1.5%	-9.6%	-1.5%	0.2%	3.2	x
> COc1ccc2c3c([nH]c2c1)C(C)=NCC3
 : -11.7%	1.3%	4.2%	8.5%	-18.8%	-9.6%	0.2	0.6
